Bioassay records (PubChem)
Autophagy mod: modulators of autophagy; MEF GFP-LC3 puncta imaging; test concentration mostly 10 µM; calls only at 10 µM (by protocol); 0.98% of 190,000 active; AID 463193;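 active means percentage of spot-positive cells more than 3 SD above its plate mean, without a fluorescence outlier flag or 80% toxicity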;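 further: spot-positive cell cutoff set from DMSO-treated cells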
Hep lipid drop: hepatic lipid droplet formation modulation; AML12 mouse hepatocytes, oleate lipid droplets, BODIPY imaging; 0.4% of 240,000 active; AID 1656; inhibition, % at 6.5 µM;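 active means lipid droplet intensity inhibited by at least 50%, with more than 500 cells counted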
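Material – mouse AML12 hepatocyte cell line, fixed after treatment · Compound dosing – one dose, 6.5 µM compound · Times – compound with oleate, overnight · Measured by – Image-based BODIPY and DAPI two-channel analysis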
Ins promoter up: MIN6 insulin promoter up-regulation. 0.3% of 190,000 active. AID 1625. z-score at 5 µM. MIN6 insulin promoter-GFP reporter, high-content imaging; active compounds read high;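 active means z-score above 3 at 5 µM with at least 500 cells counted in the well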
CSM14.1 death rescue: rescue of cells from ER stress-induced death, primary screen, 384-well, CSM14.1, thapsigargin, ATP luminescence (AID 1222) | CSM14.1 thapsigargin-induced death rescue, ATP luminescence; higher % means a stronger effect | cellular ATP content (survival), % at 20 µM; hits with a dose series show EC50 in µM | 190,000 tested, under 10 active;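 active means EC50 below 50 µM in the dose-response confirmation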;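 further: death triggered by thapsigargin at about 15 µM added after 2 h compound pretreatment; cell ATP read after overnight thapsigargin exposure of roughly 18 to 22 hours; normalized against plate controls of thapsigargin alone and 5% DMSO vehicle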
T cell HTS: T cell immune modulation candidate; 2C CD8+ T cell-vesicle binding, flow cytometry; active compounds read low; calls only at 7 µM; 0.068% of 330,000 active;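 active means response, share of CD8 T cells binding vesicles, and their 90th percentile fluorescence all below set limits, cut at about 80% in these data, passing the limit was not always enough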
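Also added: QL9-peptide-loaded Drosophila micro-vesicles bearing Ld, ICAM-1 and B7-1; Test system: purified 2C TCR transgenic mouse naive CD8+ T cells; Measured by: cytometric PE anti-B7-1 and Alexa647 anti-CD8 signals after 1% paraformaldehyde fixation; Timing: binding step 1.5 h, 37 °C, antibody labelling 20 min, ice.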
b-catenin transl: alters nuclear translocation of beta-catenin in HeLa cells; AID 1665; immunofluorescence imaging; 0.3% of 190,000 active; nuclear translocation activity, % at 5 µM;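 active means nuclear translocation activity above 50% at 5 µM, with a well cell count of 50 or more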;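 further: per-cell ratio of nuclear to cytoplasmic median beta-catenin stain intensity; plate controls were DMSO negative control for no effect and GSK-3 inhibitor IX positive control for full effect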
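Test system: human HeLa cells, endogenous beta-catenin. Times: 24 h compound exposure, 37°C. Measured by: beta-catenin immunofluorescence imaging with DAPI.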
MT stabilizer: microtubule stabilizers in HeLa cells | HeLa tubulin immunostaining HCS, 24 h; share of cells brighter than vehicle mean+2SD | % tubulin-high responders, % at 10 µM | 0.83% of 200,000 active | AID 2205;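 active means plate Z-score above 3 for both tubulin-high and condensed-nucleus cell shares, with cell loss under 80%, at 10 µM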;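 further: anti alpha tubulin signal scored within the nucleus-defined area of each cell; some results filed as inactive read as strong as hits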
Salmonella PhoP GFP: PhoP-dependent GFP reporter repression – Salmonella Typhimurium, primary screen (AID 1863); S. Typhimurium PhoP-regulated promoter GFP reporter, 4 h; higher % means a stronger effect; inhibition, % at 50 µM, or IC50 in µM where a hit was titrated; 0.16% of 300,000 active;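 active means inhibition over 29.93%, a cutoff 3 SD above the screen mean, later confirmed by dose response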;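 further: 0% = low Mg2+ inducing control and 100% = high Mg2+ repressing control; strong numbers were not always called active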
Dynein transport: dynein cargo transport inhibition; 0.47% of 220,000 active; z-score, hits read low; 3617.4 mouse cells, GR-EGFP nuclear translocation imaging; test concentration mostly 20 µM; stimulated with dexamethasone, 1 µM; active compounds read low; AID 1381;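 active means plate z-score of nuclear minus cytoplasmic receptor signal below a set negative limit, without overly bright fluorescence or cell loss, cut at about -3.5 in these data, passing the limit was not always enough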;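 further: z-score of nuclear minus cytoplasmic ring GR-EGFP intensity difference per well; some compounds called inactive have numbers as strong as hits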
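Buffer or medium: tetracycline-free induction medium containing charcoal-stripped FBS / Reagent: dexamethasone agonist, 1.0 µM final, for 30 min / Technique: automated 10x imaging of fixed Hoechst-stained cells / Times: induction 48 h, compound 1 h, agonist 30 min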
Dynein transport cytoplasmic EGFP: second read-out of Dynein transport, no call of its own (marks repeat the call); z-score; measured here: cytoplasmic GR-EGFP intensity; active compounds read high
Dynein transport nuclear GR-EGFP: also measured in Dynein transport; calls as there; z-score; measured here: nuclear GR-EGFP intensity;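 lower value marks the stronger effect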
Dynein transport cell count: second read-out of Dynein transport, no call of its own (marks repeat the call); z-score; measured here: cell count per field
Ins promoter up cell count: further read-out of Ins promoter up, marked with its call; cell count; measured here: cytotoxicity, nuclei count;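 total cells summed across four imaged fields per well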
Hep lipid drop cells 6.5 µM: further read-out of Hep lipid drop, marked with its call; cell count; measured here: cell count, cytotoxicity flag;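 cells counted across two imaged fields per well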
b-catenin transl cell count 5 µM: also measured in b-catenin transl; calls as there; cell count; measured here: cell count, cytotoxicity flag
T cell HTS vesicle-bound %: further read-out of T cell HTS, marked with its call; double positive events, %; measured here: CD8+ vesicle-bound cell fraction;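 binding gate set so that unloaded-vesicle control wells show 10% double positive cells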
MT stabilizer Hoechst-high %: also measured in MT stabilizer; calls as there; % Hoechst-high responders; measured here: nuclear condensation Hoechst responders;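 share of cells brighter than vehicle mean plus two SD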
MT stabilizer cytotoxicity %: recorded beside MT stabilizer, whose call it bears; toxicity, %; measured here: cytotoxicity by cell density;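 0% = mean cell density of plate MIN control wells and 100% = no cells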
Autophagy mod cell loss 18 h: further read-out of Autophagy mod, marked with its call; toxicity, %; measured here: cell loss, nuclei count;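 cell loss after 18 h compound exposure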
* = called active by the depositor; i = inactive; . = not tested or not shown.

SMILES	Autophagy mod	Autophagy mod cell loss 18 h	Hep lipid drop	Hep lipid drop cells 6.5 µM	Ins promoter up	Ins promoter up cell count	CSM14.1 death rescue	T cell HTS	T cell HTS vesicle-bound %	b-catenin transl	b-catenin transl cell count 5 µM	MT stabilizer	MT stabilizer Hoechst-high %	MT stabilizer cytotoxicity %	Salmonella PhoP GFP	Dynein transport	Dynein transport cytoplasmic EGFP	Dynein transport nuclear GR-EGFP	Dynein transport cell count
COc1ccc(C(=O)N2CC3(CC(c4cccc([N+](=O)[O-])c4)=NO3)C[C@H]2C(=O)NCC(N)=O)cc1 (stereo partly specified)	i	-27	.	.	0.19	1417	-1.6%	i	35	1.1	1410	3.8	2.1	5.5	7%	0.42	-0.13	0.61	0.29
CSc1nnc(-c2ccncc2)n1CCCN1CCCC1=O	i	13	.	.	-0.41	1196	-3.9%	i	28	-2.0	967	2.6	2.1	7.3	.	-1.1	-0.19	-0.8	0.35
Cc1ccc(Cl)cc1NC(=S)N(CCN(C)C)C(C)c1ccccn1 (stereo unspecified)	i	9	3	710	.	.	2.4%	i	58	0.0	1110	4.4	2.3	7.5	3%	-0.024	-0.27	0.027	0.26
Nc1ccc2c(c1)C/C(=C/c1ccco1)C2=O	i	-12	12	647	0.48	1296	-11%	i	37	-0.2	584	2.4	3.6	2.8	19%	-0.65	-0.3	-0.46	0.28
COc1ccc(CC(=O)NC(C)(C)CC(C)=O)cc1OC	i	-7	.	.	-0.08	1590	-2.0%	i	47	-0.4	1364	4.1	1.4	0.2	-1%	-0.93	-0.21	-1.1	0.42
O=C(CN1C(=O)COc2ccccc21)N1CCN(c2ccccc2F)CC1	i	-3	-12	723	0.28	1282	-1.0%	i	24	-1.0	1108	4.2	1.6	11	-12%	0.78	-0.22	0.83	0.62
CSc1cc(-c2ccc(Cl)cc2)c(C(=O)N2CCCC2)s1	i	-16	-17	644	-0.08	1887	-0.8%	i	38	-0.8	1065	3.7	2.0	7.9	-7%	-0.72	0.12	-0.5	-0.023
C=CCC1c2cccc(C(=O)O)c2C(=O)N1c1ccc(Cl)cc1 (stereo unspecified)	i	-12	5	798	-0.01	899	1.3%	i	15	-1.4	1175	2.2	1.2	8.7	-9%	-0.44	-0.16	0.38	0.43
CC(C)(C)NC(=O)CN(Cc1cccs1)C(=O)CN1C(=O)C(=O)c2ccccc21	i	-33	-16	734	.	.	-2.5%	i	18	1.0	541	3.6	1.2	0.1	3%	-0.12	-0.23	0.03	0.055
CCCN(CCC)S(=O)(=O)c1ccc2c(c1)CCCN2C(C)=O	i	25	-13	727	0.72	1183	-0.2%	i	57	-7.0	1187	2.3	1.7	2.1	-8%	0.46	-0.17	0.41	-0.059
CCCN(CCC)C(=O)C1CCCN1S(=O)(=O)c1cccc2nsnc12 (stereo unspecified)	.	.	-16	674	0.36	1006	.	i	54	-0.3	1349	.	.	.	0%	0.51	-0.22	0.85	-0.71
Cc1cccc(Nc2c(F)c(F)c(F)c(F)c2C(=O)O)c1	i	-25	-13	658	-0.28	1201	-0.5%	i	51	-0.7	1118	3.5	2.0	5.9	-2%	0.066	-0.29	0.065	-0.057
CCOc1ccc(N2C(=O)CN(C)C2=S)cc1	i	-1	0	753	0.21	1553	-0.8%	i	13	.	.	2.5	1.2	4.1	-7%	0.56	-0.22	0.37	-0.24
Cc1ncc(CN2CCN(C3CCCC3)C(CCO)C2)s1 (stereo unspecified)	i	-1	6	762	0.63	1367	-1.6%	i	41	1.2	1014	2.5	1.9	6.3	-5%	-0.78	-0.29	-0.45	0.58
Cc1cc2nc(Cl)c(Cl)nc2cc1C	.	.	-10	711	0.17	1056	.	i	44	0.4	1310	.	.	.	-6%	0.21	-0.13	1.1	-0.71

Taken from above:
Entry of COc1ccc(C(=O)N2CC3(CC(c4cccc([N+](=O)[O-])c4)=NO3)C[C@H]2C(=O)NCC(N)=O)cc1 (stereo partly specified) under Dynein transport cytoplasmic EGFP: -0.13
Entry of Cc1ncc(CN2CCN(C3CCCC3)C(CCO)C2)s1 (stereo unspecified) under Ins promoter up cell count: 1367
Entry of CCCN(CCC)S(=O)(=O)c1ccc2c(c1)CCCN2C(C)=O under Hep lipid drop cells 6.5 µM: 727

(more compounds)
SMILES	Autophagy mod	Autophagy mod cell loss 18 h	Hep lipid drop	Hep lipid drop cells 6.5 µM	Ins promoter up	Ins promoter up cell count	CSM14.1 death rescue	T cell HTS	T cell HTS vesicle-bound %	b-catenin transl	b-catenin transl cell count 5 µM	MT stabilizer	MT stabilizer Hoechst-high %	MT stabilizer cytotoxicity %	Salmonella PhoP GFP	Dynein transport	Dynein transport cytoplasmic EGFP	Dynein transport nuclear GR-EGFP	Dynein transport cell count
Clc1ccc(-n2c(SC/C=C/c3ccccc3)nnc2-c2cccnc2)cc1	i	5	-13	746	0.17	864	0.1%	i	19	-4.7	1180	2.2	0.6	7.5	11%	1.5	-0.043	1.4	-1.8
CCc1ccc(N2CC(C(=O)Nc3cc(C)ccc3F)CC2=O)cc1 (stereo unspecified)	i	10	.	.	1.1	1197	-1.9%	i	41	-0.5	1098	3.4	2.4	13	15%	-0.44	-0.27	-0.075	0.78
FCCCOc1ccc(CN2CCN(c3ccccc3F)CC2)cc1	i	13	-5	723	-0.29	1411	-0.3%	i	18	1.3	1464	1.7	1.6	5.9	2%	-0.69	-0.2	-0.23	0.34
Cc1cc(N2CCCC2)nc(SCC(=O)c2ccccc2)n1	i	4	-16	726	-0.12	1195	1.2%	i	9	-2.6	1283	4.4	2.7	8.3	14%	2.5	-0.18	1.3	-0.64
CCOC(=O)NNC(=S)Nc1c(C)n(C)n(-c2ccccc2)c1=O	.	.	-5	696	0.04	1438	.	i	46	-3.5	1189	.	.	.	2%	-0.1	-0.19	-0.086	0.057
COc1ccc(CCC(C)NC2C3CC4CC(C3)CC2C4)cc1 (stereo unspecified)	i	-38	.	.	-0.7	1584	-0.7%	.	.	-4.4	1369	3.6	1.9	5.9	8%	-0.25	-0.19	0.28	-0.036
c1csc(C2=NNC(=NC3CCCCC3)SC2)c1	i	-4	4	698	-0.05	1239	-2.1%	i	30	-1.2	1011	1.5	1.8	9.1	-4%	0.81	-0.16	0.013	0.46
CCc1cc(=O)oc2cc3occ(C)c3cc12	i	-6	10	529	0.18	1185	0.2%	i	40	1.7	892	3.3	2.6	3.7	1%	-0.49	0.18	-0.31	0.89
COc1cc2c(C(=O)O)c(C)n(-c3ccccc3)c2c2ccccc12	.	.	3	710	0.18	1023	.	i	32	-1.0	1303	.	.	.	-12%	-0.77	-0.23	-0.44	1.1
Cc1ccc(C(=O)OC2=CC(=O)CC(C)(C)C2)cc1	i	24	16	619	-0.04	1573	-1.1%	i	16	-0.3	1135	1.6	0.8	3.1	-6%	-0.68	-0.21	-0.61	0.27
O=C(CSc1nnc(-c2c[nH]c3ccccc23)o1)c1ccc(-c2ccccc2)cc1	i	10	0	621	1	1272	-0.4%	i	45	0.9	1294	1.6	1.7	6.5	-1%	-0.11	-0.26	0.011	0.13
Nc1nnc(-c2ccccc2)c(-c2ccccc2)n1	i	-3	-1	683	.	.	-2.2%	i	24	-1.2	1122	2.5	2.6	5.3	0%	0.33	-0.28	0.024	0.023
Cc1nnc(NC(=O)c2oc3c(ccc4ccccc43)c2C)s1	i	7	.	.	-0.19	1490	0.6%	i	54	-0.1	1375	2.8	2.2	7.8	-11%	-0.27	-0.2	0.62	0.46
CCCCNC(=S)NNC(=O)CCn1nc(C)c(Br)c1C	i	-19	.	.	0.46	1537	-1.1%	i	38	-3.2	1335	2.7	1.3	4.3	1%	0.61	-0.2	0.87	0.36
CS(=O)(=O)n1nc(-c2ccc(Cl)cc2)nc1SCc1ccccc1	i	5	-13	763	.	.	-3.3%	i	25	1.6	1082	4.8	4.5	2.5	0%	0.47	0.18	0.67	-0.37
O=C(NCc1ccco1)/C(=C/c1cccnc1)NC(=O)c1ccco1	i	1	.	.	.	.	-1.7%	i	28	.	.	1.3	1.3	7.1	0%	-0.8	-0.2	-0.66	0.69
CC(C)N(Cc1nc(-c2ccccc2)no1)C(=O)CN(C)S(=O)(=O)c1ccccc1	i	5	-4	697	0	1144	.	i	30	.	.	2.1	1.5	5.7	32%	-0.43	-0.077	-0.29	0.93
CC1=C(C(=O)OCC2CCCO2)C(c2ccc(Cl)cc2)NC(=O)N1 (stereo unspecified)	i	-2	12	712	-0.87	1257	.	i	41	-0.7	1038	3.2	1.7	7.2	-10%	-0.36	-0.17	-0.13	0.24
CC(C)Sc1nnc(NC(=O)c2ccco2)s1	i	-13	16	669	-0.11	1085	-1.3%	i	31	-0.1	1027	5.3	1.9	2.6	-4%	-0.82	-0.12	-0.29	-0.44
CCOc1ccc(CC(=O)NNC(=O)NC2CCCCC2)cc1	i	-25	-14	626	-0.06	1661	0.3%	i	27	-3.1	1086	1.4	1.5	5.2	-3%	-0.63	-0.25	-0.39	0.53
